S100A4 MyoIIA: inhibitors of human S100A4 binding to myosin IIA peptide. AID 652163. S100A4/TAMRA-MyoIIA peptide fluorescence polarization. inhibition, % at 10.7 µM. 360,000 tested, 0.14% active. P26447;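 active = mean inhibition of at least 70% across replicates, with every replicate also reaching that level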
Target sequence (P26447 whole entry, looked up): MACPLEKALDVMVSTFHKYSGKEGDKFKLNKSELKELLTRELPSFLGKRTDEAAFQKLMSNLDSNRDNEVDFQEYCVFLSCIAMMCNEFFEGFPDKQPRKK
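System – human S100A4 monomer protein, biochemical binding assay · Buffer or medium – Calcium-containing HEPES buffer, pH 7.2 · Timing – 5 min between mix addition and reading · Also added – TAMRA-labelled myosin IIA heavy-chain peptide probe, 5 nM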
C2C12 statin: suppressors of simvastatin-induced myotoxicity in C2C12 myotubes. ATP luminescence, 48 h; scaled: DMSO 0, geranylgeraniol control 100. rescue of ATP level, % at 7.49 µM. 330,000 tested, 0.78% active. AID 602340;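 active = mean ATP rescue above about 67%, or every replicate alone reaching that limit, limit read from the data, passing the limit was not always enough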;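 also: myotubes were challenged with 10 µM simvastatin during compound exposure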
XiGFP reactiv: activators of X-chromosome reactivation in mouse fibroblasts; 360,000 tested, 0.055% active; activation, % at 7.58 µM; XiGFP mouse fibroblasts, % GFP-positive cells imaging, 3 d; cells co-treated with 5-aza-dC sensitizer; scaled so ellipticine positive control = 100%; AID 743238;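 active = mean normalized replicate activation at least 10% and every replicate at or above 10%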;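 also: 0% = median of on-plate neutral control wells and 100% = ellipticine 6 µM median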
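System: 68-5-11 XiGFP fibroblast line; Timing: 3 days compound exposure; Compound dosing: one concentration, pinned; Benchmarks: positive control ellipticine, 6 µM final; Buffer or medium: DMEM containing 5-aza-dC.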
ERAP1 HTS inh: blocks human ERAP1 aminopeptidase activity; AID 652197; Q9NZ08; inhibition, % at 10.7 µM; 340,000 tested, 0.15% active; recombinant ERAP1, Leu-AMC fluorescence, 60 min;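 active = mean replicate inhibition of at least 30%, or all replicates individually reaching that 30% level; inactive = mean below 30% and not every replicate reaching it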;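 also: 0% = neutral control wells and 100% = L-leucinethiol positive control wells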
SIRT5 block: inhibitors of human sirtuin-5 desuccinylase; 330,000 tested, 1.1% active; inhibition, % at 15 µM; Purified SirT5, succinyl-peptide AMC, trypsin-coupled fluorescence; in the data active = inhibition above about 15%
Target sequence (Q9NXA8 whole entry, looked up): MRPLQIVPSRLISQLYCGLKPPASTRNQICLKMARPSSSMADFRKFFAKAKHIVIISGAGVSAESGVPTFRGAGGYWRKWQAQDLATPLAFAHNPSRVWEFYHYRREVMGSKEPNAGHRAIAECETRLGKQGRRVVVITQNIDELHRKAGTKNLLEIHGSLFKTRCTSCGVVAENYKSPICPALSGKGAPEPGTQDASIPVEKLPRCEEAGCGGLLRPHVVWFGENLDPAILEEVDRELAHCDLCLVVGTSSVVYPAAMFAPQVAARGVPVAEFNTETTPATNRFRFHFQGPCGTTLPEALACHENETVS
PGC1a acetyl inh: modulators of PGC1a acetylation | inhibition, % at 15.6 µM | 350,000 tested, 0.17% active | AID 651687 | U2OS PGC1a acetylation, AlphaScreen anti-acetyl-lysine; with virally co-expressed GCN5 acetyltransferase;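 active = every replicate shows inhibition of at least 40%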;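 also: 0% = neutral control wells and 100% = positive control wells; some results beyond the cut were filed as inactive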
LGR2 inh: Drosophila LGR2 receptor signaling inhibition. HEK293 LGR2, CRE-luciferase, bursicon-stimulated, 4 h. inhibition, % at 9.99 µM. 380,000 tested, 0.35% active. AID 720647;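 active = drop in luminescence signal, shown as inhibition above about 50% in the replicate tests, limit read from the data, passing the limit was not always enough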;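 also: agonist challenge used bursicon conditioned medium at about half maximal strength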
Cneo AK release: Cryptococcus neoformans lysis via adenylate kinase release; C. neoformans lysis, adenylate kinase release luminescence, 4 h; normalised: neutral wells 0, clomiphene wells 100; lysis activity, % at 15 µM; 360,000 tested, 0.2% active;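 active = mean lysis activity across replicates of at least 80%, whatever share of replicates individually reach that level; inactive = mean lysis activity below 80%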
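Signal: Adenylate kinase release luminescence | Assay system: Log-phase Cryptococcus neoformans yeast cells | Input: Cells at 5 × 10^6 per mL | Buffer or medium: Fresh YPD growth medium | Compound: Single dose | Schedule: Static 4 h at 37 °C with compound, 1 h detection | Controls: Clomiphene | Read-out: Luminescence rise reflecting yeast cell lysis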
* hit, by the source's call; . = no result given. An excerpt (hit frequency here may not be typical).

SMILES	S100A4 MyoIIA	C2C12 statin	XiGFP reactiv	ERAP1 HTS inh	SIRT5 block	PGC1a acetyl inh	LGR2 inh	Cneo AK release
CN(C)S(=O)(=O)NCCNC(=O)c1cc(OCC(F)(F)F)ccc1OCC(F)(F)F	2	.	-0.1	2	-2	.	7	.
Cc1ccc(Nc2nc(CSc3nnc(-c4ccncc4)n3C)cs2)cc1	.	.	0.1	.	.	-1	10	-25
CO[C@H]1CN(C)C(=O)c2cc(NC(=O)NC(C)C)ccc2OC[C@H](C)NC[C@@H]1C	.	-1	-0.5	.	.	2	9	-6
COc1ccc(C(=O)O)cc1S(=O)(=O)N1CCN(c2ccccn2)CC1	-4	-2	-0.1	-1	-2	-2	-12	0
Cc1cc(=O)oc2cc(OC(=O)c3ccco3)ccc12	-2	.	-0.7	0	-64	.	-29	.
O=C(COC(=O)c1cncc(Br)c1)NCc1ccc(F)cc1	27	0	0.0	1	-1	1	-6	2
COc1ccccc1-c1ccc(SCC(=O)NCCc2ccccc2)nn1	-3	.	0.0	2	2	-2	0	1
Cc1ccc(S(=O)(=O)Nc2cccc3c2O[C@@H](CN(C)Cc2ccncc2)[C@H](C)CN([C@@H](C)CO)C3=O)cc1	1	17	-0.6	3	.	-13	16	52
COc1ccc(N2CCN(C(=O)C3Cc4ccccc4CN3C(=O)c3ccccc3)CC2)cc1 (configuration not stated)	-5	0	0.0	0	-4	-10	-12	0
CCOC(=O)c1cc(-c2csc(N/N=C/c3ccccc3Cl)n2)on1	-1	.	-0.1	2	-4	.	0	.
CC(C)(C)c1ccc(C(=O)N2CCN(c3ncccn3)CC2)cc1	-2	-7	0.0	4	-8	.	8	0
O=C(NCc1ccco1)C1CC(c2c(Cl)cccc2Cl)=NO1 (configuration not stated)	-5	-2	-0.1	-1	-1	4	-21	0
CC1CCN(CC(=O)Nc2ccc3c(c2)OCO3)CC1	-30	-6	0.0	-3	7	0	-11	-1
Cc1noc(C)c1NC(=O)N(C)C[C@@H]1Oc2cc(C#CCC3CCCC3)ccc2S(=O)(=O)N([C@H](C)CO)C[C@H]1C	-1	22	-0.5	0	12	1	2	-5
Cc1ccnc(NC(=O)c2cccc(S(=O)(=O)Nc3ccc(C)cc3C)c2)c1	-6	19	0.1	-3	-6	-2	1	1
CCCCOc1ccc(/C=N/Nc2cc(N3CCOCC3)nc(C)n2)cc1	-4	-1	0.4	-3	4	-8	10	0
Cc1cccc(CN2C(=O)NC(c3ccccc3)(c3ccccc3)C2=O)c1	-4	1	0.0	-4	.	.	18	6
CC(C)C[C@H]1COc2cc(NCCO)ccc2S(=O)(=O)N1	2	.	0.1	-2	-2	.	-2	.
COc1cc(C(=O)N2CCCC(c3nc(-c4cccs4)no3)C2)cc(OC)c1OC (configuration not stated)	.	49	.	.	.	6	-4	1
O=C(CS(=O)(=O)c1ccc2ccccc2c1)Nc1ccccc1Cl	0	.	0.0	-4	.	.	-6	.

13 entries already listed, ordered by number of heavy atoms, falling:
SMILES	S100A4 MyoIIA	C2C12 statin	XiGFP reactiv	ERAP1 HTS inh	SIRT5 block	PGC1a acetyl inh	LGR2 inh	Cneo AK release
Cc1noc(C)c1NC(=O)N(C)C[C@@H]1Oc2cc(C#CCC3CCCC3)ccc2S(=O)(=O)N([C@H](C)CO)C[C@H]1C	-1	22	-0.5	0	12	1	2	-5
Cc1ccc(S(=O)(=O)Nc2cccc3c2O[C@@H](CN(C)Cc2ccncc2)[C@H](C)CN([C@@H](C)CO)C3=O)cc1	1	17	-0.6	3	.	-13	16	52
COc1ccc(N2CCN(C(=O)C3Cc4ccccc4CN3C(=O)c3ccccc3)CC2)cc1 (configuration not stated)	-5	0	0.0	0	-4	-10	-12	0
CN(C)S(=O)(=O)NCCNC(=O)c1cc(OCC(F)(F)F)ccc1OCC(F)(F)F	2	.	-0.1	2	-2	.	7	.
CO[C@H]1CN(C)C(=O)c2cc(NC(=O)NC(C)C)ccc2OC[C@H](C)NC[C@@H]1C	.	-1	-0.5	.	.	2	9	-6
Cc1ccnc(NC(=O)c2cccc(S(=O)(=O)Nc3ccc(C)cc3C)c2)c1	-6	19	0.1	-3	-6	-2	1	1
COc1ccccc1-c1ccc(SCC(=O)NCCc2ccccc2)nn1	-3	.	0.0	2	2	-2	0	1
COc1ccc(C(=O)O)cc1S(=O)(=O)N1CCN(c2ccccn2)CC1	-4	-2	-0.1	-1	-2	-2	-12	0
CCOC(=O)c1cc(-c2csc(N/N=C/c3ccccc3Cl)n2)on1	-1	.	-0.1	2	-4	.	0	.
CC(C)(C)c1ccc(C(=O)N2CCN(c3ncccn3)CC2)cc1	-2	-7	0.0	4	-8	.	8	0
O=C(COC(=O)c1cncc(Br)c1)NCc1ccc(F)cc1	27	0	0.0	1	-1	1	-6	2
CC(C)C[C@H]1COc2cc(NCCO)ccc2S(=O)(=O)N1	2	.	0.1	-2	-2	.	-2	.
Cc1cc(=O)oc2cc(OC(=O)c3ccco3)ccc12	-2	.	-0.7	0	-64	.	-29	.

Following part.
SMILES	S100A4 MyoIIA	C2C12 statin	XiGFP reactiv	ERAP1 HTS inh	SIRT5 block	PGC1a acetyl inh	LGR2 inh	Cneo AK release
COn1c(=O)c(-c2ccc(F)cc2)[n+]([O-])c2ccccc21	0	-2	-0.1	-4	0	3	-11	-2
CNc1cccc(-c2ccccc2C(C)=O)n1	13	0	0.1	-2	0	6	10	4
C[C@H](CO)N1C[C@H](C)[C@@H](CN(C)Cc2ccc(C(=O)Nc3ccccc3N)cc2)Oc2ccc(NS(=O)(=O)c3ccccc3)cc2CC1=O	-1	-45	0.2	2	-2	16	-8	0
CCOc1ccc(CCNC(=O)COC(=O)COc2ccc(C(C)=O)cc2)cc1OCC	0	7	0.3	3	1	.	0	1
O=C(CNC(=O)C12CC3CC(CC(C3)C1)C2)N1CCN(S(=O)(=O)c2cccs2)CC1	.	.	0.1	.	.	13	14	-1
COc1ccc(Cl)cc1NC(=O)COC(=O)CNC(=O)c1ccc([N+](=O)[O-])c(C)c1	.	0	0.0	.	.	1	6	0
Cc1ccc(S(=O)(=O)N2C3CC(c4ccccc4)N(S(=O)(=O)c4ccccc4Cl)CC3C(=O)C[C@H]2c2ccccc2)cc1 (some centres not stated)	1	.	0.0	2	0	.	-4	.
CCc1ccc(N2C=C(C(=O)OC)C(c3cccc4ccccc34)C(C#N)=C2N)cc1 (configuration not stated)	-2	.	0.1	1	-5	.	5	.
CO[C@@H]1CN(C)C(=O)c2cc(NC(=O)CC(F)(F)F)ccc2OC[C@@H](C)N(C(=O)C2CC2)C[C@@H]1C	-17	.	-0.4	-1	.	9	10	.
COc1ccccc1-c1sc2ccccc2c1-c1ccc(OCCN2CCOCC2)cc1	-7	1	0.0	-2	1	-12	13	0

Next part; it opens with the 2 that closed the last part.
SMILES	S100A4 MyoIIA	C2C12 statin	XiGFP reactiv	ERAP1 HTS inh	SIRT5 block	PGC1a acetyl inh	LGR2 inh	Cneo AK release
CO[C@@H]1CN(C)C(=O)c2cc(NC(=O)CC(F)(F)F)ccc2OC[C@@H](C)N(C(=O)C2CC2)C[C@@H]1C	-17	.	-0.4	-1	.	9	10	.
COc1ccccc1-c1sc2ccccc2c1-c1ccc(OCCN2CCOCC2)cc1	-7	1	0.0	-2	1	-12	13	0
CCC1CN(C(=O)N2CCC(C(=O)NCc3ccc(OC)cc3OC)CC2)c2ccccc2O1 (configuration not stated)	0	9	0.1	4	-2	2	7	-1
Cc1c(O)ccc2cc(S(=O)(=O)c3ccccc3)c(=O)oc12	-3	14	-0.1	132*	-42	.	27	0
Cc1cc(C)nc(Sc2c(C)n[nH]c2C)n1	-1	-4	.	-2	3	9	-7	1
COC(=O)C1=C(C(=O)OC)[C@@H]2Nc3ccccc3[C@@]23C[C@@H](C(=O)OC)N(C(=O)CC(C)C)C3=N1	7	4	-0.1	5	21*	3	-4	2
Cc1ccccc1OCCCN1CCOCC1	-1	6	0.0	-4	0	5	-5	-1
O=C(CCN1C(=O)c2ccccc2S1(=O)=O)Nc1ccc(F)c([N+](=O)[O-])c1	1	2	0.2	-6	3	3	-1	1
COCCCNC(=O)[C@@]1(C)c2ccccc2C(=O)N(Cc2ccc(OC(F)(F)F)cc2)[C@H]1c1ccc(CO)cc1	5	.	.	-2	0	-1	.	-11
Cn1nnnc1SCC(=O)c1c(N)n(C)c(=O)n(C)c1=O	.	-15	.	.	.	5	-10	-2
CO[C@@H]1CN(C)C(=O)c2cc(NC(=O)c3ccccc3F)ccc2OC[C@@H](C)NC[C@@H]1C	-8	6	-0.3	-1	3	10	8	2
Cc1ccc(C(=O)Nc2ccc3cn[nH]c3c2)cc1S(=O)(=O)N1CCOCC1	3	.	0.2	.	3	.	-26	.
CCOc1ccc(Cc2n[nH]c(=S)n2Cc2ccccc2)cc1	-15	.	0.2	-2	-5	.	20	.
CCOCCCNC(=S)N1CCCN(c2nc3cc(C)cc(C)c3cc2C#N)CC1	1	.	0.0	-4	.	-17	-4	.
CCC(=O)N(C)C[C@H]1Oc2cc(/C=C/c3ccccc3)ccc2S(=O)(=O)N([C@@H](C)CO)C[C@H]1C	-3	0	0.0	2	8	-15	16	3
CC1(C(=O)NS(=O)(=O)c2ccc(F)cc2F)CCN1C(=O)Cc1ccccc1Cl (configuration not stated)	-9	-1	0.2	0	.	.	-12	1
Cc1cnc(C(=O)OCc2ccc(Br)cc2)cn1	-1	-1	-0.1	-8	-2	.	0	0
O=C(O)CN=C(NS(=O)(=O)c1ccc(Cl)cc1)c1ccc(F)cc1	-10	.	0.0	2	3	.	7	.
COc1cccc(NC(=O)N[C@H]2CC[C@@H](CC(=O)N3CCOCC3)O[C@@H]2CO)c1	2	-10	-0.1	-2	2	2	-7	-3
Cc1ccc(C(=O)N2CCN(c3ccccc3)CC2)cc1NC(=O)c1ccco1	-1	6	0.1	-3	0	.	0	1
CCc1cc(=O)[nH]c(SCCC(F)=C(F)F)n1	-1	2	0.0	0	5	-7	-12	-14
O=C(COC(=O)c1ccc(O)cc1)Nc1cc(C(F)(F)F)ccc1N1CCOCC1	-3	4	0.2	-3	-6	13	-13	1
CCOc1ccc(S(=O)(=O)N2CCOCC2)cc1NC(=O)CN1C(=O)NC(C)(c2ccc(C)cc2)C1=O (configuration not stated)	-5	-6	0.6	-7	-2	.	-8	3
CCOC(=O)c1[nH]c(CN2CCN(c3ccc(OC)cc3)CC2)c(C(=O)OCC)c1C	3	-5	0.1	0	-2	-13	-1	4
CCCCN1C(Nc2ccccc2)=NC[C@@H]1C	2	-4	1.4	-3	-1	-1	-9	2
C[C@@H]1CCCCO[C@H](CN(C)S(=O)(=O)c2ccc(F)cc2)[C@H](C)CN([C@@H](C)CO)C(=O)c2cc(N(C)C)ccc2O1	5	-29	0.1	-7	2	-1	1	1
c1csc(CCNc2ncnc3sc4c(c23)CCC4)c1	-9	-24	0.3	3	-2	9	.	-6
C/C=C/c1ccc([C@@H]2[C@H]3CN(C(=O)c4cnccn4)CC(=O)N3[C@H]2CO)cc1	-6	.	0.3	-1	4	5	-2	.
COc1ccccc1C(=O)NCc1nnc(SC(C)C(=O)Nc2nccs2)n1C (configuration not stated)	11	11	0.1	0	-2	.	4	0
CCOC(=O)C(C)Sc1nnc(Cn2c(=O)sc3ccccc32)n1-c1ccccc1 (configuration not stated)	25	-3	0.2	0	.	7	9	1
CC1CN(Cc2csc(-c3ccc(Cl)cc3)n2)CC(C)O1 (configuration not stated)	-2	-4	0.0	0	-1	5	-36	0
CC1=C(C(=O)N2CCN(c3cc(C)ccc3C)CC2)C2(CCCCC2)OC1=O	4	-2	-0.2	.	.	4	12	2

Bioassay records: PubChem BioAssay, Broad Institute
